# ADAM10 inh: inhibitors of human ADAM10. recombinant ADAM10, EDANS/DABCYL FRET peptide cleavage, 3 h. inhibition, % at 7 µM. O14672. 370,000 compounds, 0.62% hits;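 active = inhibition above a per-campaign cutoff equal to the mean of compounds falling between control-based bounds plus 3 SD, cut at about 20% in these data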;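 also: 0% = DMSO wells while the 100% control is not disclosed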
# HGIII-sPLA2 inh: Blocks human group III sPLA2 activity; Q9NZ20; QFRET BODIPY PC-A2 liposome hydrolysis, fluorescence; inhibition, % at 12.2 µM; 370,000 compounds, 0.56% hits;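 active = inhibition above mean plus 3 SD of compounds lying within the high and low control bounds, cut at about 19% in these data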;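 also: 0% = median of test compound wells and 100% = no enzyme DMSO wells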
# hcDAF-12 act: activates DAF-12 receptor from parasite H. contortus | HEK293 hcDAF-12 lit1-tk-luc reporter, luminescence; 0% DMSO, 100% Δ7-dafachronic acid | activation, % at 6.8 µM | 370,000 compounds, 1.4% hits;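 active = activation above the mean of all tested compounds plus 3 SD, cut at about 5.5% in these data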;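 also: 100% = response to 3 µM Δ7-dafachronic acid high control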
# DAX1 inh-1: DAX1 (NR0B1) inhibition, primary screen; inhibition, % at 6.8 µM; 370,000 compounds, 1.1% hits; HEK293T StAR-luciferase reporter, SF-1/DAX-1 repression relief; AID 652010;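 active = inhibition above the mean over all tested compounds plus 3 SD, cut at about 3.6% in these data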;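 also: 0% = DAX-1 cells with DMSO and 100% = cells lacking DAX-1 with DMSO; higher inhibition means more luminescence from relief of DAX-1 repression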
# ssDAF12 agonist: activates DAF-12 receptor from parasite S. stercoralis; activation, % at 6.8 µM; 370,000 compounds, 1% hits; HEK293 ssDAF-12/GRIP1 lit1-tk-luc reporter, luminescence; % of 3 µM dafachronic acid response; AID 652126;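 active = activation above the mean over all tested compounds plus 3 SD, cut at about 0.9% in these data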;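 also: 0% = DMSO-only wells and 100% = 3 µM delta7-dafachronic acid wells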
# PLCg1 inh: inhibitors of human phospholipase C gamma1 | P19174 | AID 720700 | inhibition, % at 12.2 µM | 370,000 compounds, 0.84% hits | purified PLC-gamma1, fluorogenic substrate, fluorescence; in the data active = inhibition above about 9.5%
# PLC-beta3 inh: inhibitors of human phospholipase C beta3 | inhibition, % at 12.2 µM | Purified PLC-beta3, fluorogenic substrate, fluorescence | 370,000 compounds, 0.18% hits | AID 720704 | Q01970; in the data active = inhibition above about 11%;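 also: 0% = median of compound wells on plate and 100% = full blocker control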
# hgDAF-12 ag: agonists of H. glycines DAF-12 nuclear receptor; HEK293 GAL4-hgDAF12 UAS-luciferase reporter, agonist luminescence; normalized to butyrate control; activation, % at 6.8 µM; 370,000 compounds, 1.8% hits; AID 687014;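 active = activation above a cutoff set at the mean of all screened compounds plus 3 SD, cut at about 10% in these data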;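 also: 0% = DMSO wells and 100% = sodium butyrate wells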
# DAX1 inh-2: NR0B1 (DAX1) inhibition | HEK293 Gal4-DAX1 luciferase reporter, luminescence | inhibition, % at 6.75 µM | 340,000 compounds, 0.99% hits | AID 504766;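 active = inhibition above the mean over all tested compounds plus 3 SD, cut at about 4.2% in these data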;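 also: 0% = DAX1-transfected cells with DMSO and 100% = empty-vector control cells with DMSO; inhibition shows as a rise in luminescence from relieved DAX1 repression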
# Target sequence (P51843 207-470 limits assumed): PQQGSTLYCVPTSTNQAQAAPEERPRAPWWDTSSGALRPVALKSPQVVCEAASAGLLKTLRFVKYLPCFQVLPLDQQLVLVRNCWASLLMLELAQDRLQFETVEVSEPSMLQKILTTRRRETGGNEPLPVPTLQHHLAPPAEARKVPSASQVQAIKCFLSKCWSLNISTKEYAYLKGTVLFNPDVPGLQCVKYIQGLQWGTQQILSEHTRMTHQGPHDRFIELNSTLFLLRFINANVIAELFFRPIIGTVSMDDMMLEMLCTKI
# ADAM17 inh: inhibitors of human ADAM17; recombinant ADAM17, EDANS/DABCYL FRET peptide cleavage; P78536; 370,000 compounds, 0.83% hits; inhibition, % at 6.95 µM;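 active = inhibition above the mean of compounds lying between control limits plus 3 SD, set per campaign, cut at about 8.5% in these data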;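 also: 0% = DMSO-only wells as the low control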
# Target sequence (P78536 215-824 limits assumed): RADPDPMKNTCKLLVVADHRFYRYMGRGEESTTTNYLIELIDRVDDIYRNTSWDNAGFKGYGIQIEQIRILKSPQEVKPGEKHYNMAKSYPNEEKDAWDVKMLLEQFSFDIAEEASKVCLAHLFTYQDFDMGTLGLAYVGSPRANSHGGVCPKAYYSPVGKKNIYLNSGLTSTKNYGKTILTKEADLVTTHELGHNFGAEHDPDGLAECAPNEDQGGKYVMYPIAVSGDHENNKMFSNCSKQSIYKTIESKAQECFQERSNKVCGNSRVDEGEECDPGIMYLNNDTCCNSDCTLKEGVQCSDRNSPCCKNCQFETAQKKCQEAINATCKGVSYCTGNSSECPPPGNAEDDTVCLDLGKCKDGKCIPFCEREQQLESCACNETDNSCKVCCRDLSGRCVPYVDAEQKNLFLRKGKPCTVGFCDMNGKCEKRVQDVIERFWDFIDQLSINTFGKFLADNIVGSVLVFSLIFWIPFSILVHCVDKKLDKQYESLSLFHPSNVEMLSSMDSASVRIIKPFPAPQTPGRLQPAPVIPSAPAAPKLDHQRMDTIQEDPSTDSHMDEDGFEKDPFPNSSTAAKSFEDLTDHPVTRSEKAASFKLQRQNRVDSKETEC
# GAA850 FXN act: activators of GAA850 frataxin (FXN) promoter | HEK293 lucGAA850 FXN promoter luciferase reporter, 24 h; percent of 10 µM SAHA response | AID 540364 | 360,000 compounds, 0.56% hits | activation, % at 6 µM;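 active = activation above the average of all compounds screened plus 3 SD, cutoff fixed separately per campaign, cut at about 7.5% in these data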;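 also: 0% = DMSO wells and 100% = 10 µM SAHA wells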
# Active calls of the source: *; i = inactive; x = not tested or not shown.
smiles,ADAM10 inh,HGIII-sPLA2 inh,hcDAF-12 act,DAX1 inh-1,ssDAF12 agonist,PLCg1 inh,PLC-beta3 inh,hgDAF-12 ag,DAX1 inh-2,ADAM17 inh,GAA850 FXN act
COc1ccc(Cc2nnc(NC(=O)C3CC(=O)N(c4ccc(OC)cc4)C3)s2)cc1 (configuration not stated),6,-7,-0.2,-0.1,-0.5,0,-11,0.8,-0.1,-2,-0.6
Cc1ccc(/C=N/N2CCN(Cc3cccc4ccccc34)CC2)o1,-7,-5,-1.8,-0.5,-1.8,0,-2,-1.3,0.5,-2,1.3
CCN(CC)S(=O)(=O)c1ccc(N2CCOCC2)c(NC(=O)C(=O)c2c(-c3ccccc3)cc3ccccn23)c1,3,3,-0.5,-0.8,-1.2,-3,-6,0.0,-0.5,0,-2.0
O=C1NCCCC1C(=O)NCCN1C(=O)CCC1=O (configuration not stated),-1,-3,-2.0,0.3,-2.0,2,3,-1.0,0.1,-5,5.0
CCOc1ccccc1C(=O)N[C@H](C(=O)OCc1cc([N+](=O)[O-])cc2c1OCOC2)C(C)C,3,3,-2.6,-0.5,-1.2,1,4,3.0,-2.7,-3,0.1
Cc1ccc(OCCCC(=O)Nc2ccc(S(N)(=O)=O)cc2)cc1,3,-9,-0.9,-0.2,-1.2,1,3,-0.3,0.3,-1,0.3
O=[N+]([O-])c1ccc(NCCCO)c(C(F)(F)F)c1,7,4,-2.4,-0.9,-0.8,-2,-1,0.0,0.1,2,1.9
CN(CC(=O)Nc1ccccc1Br)C(=O)c1ccc2c(=O)n3c(nc2c1)CCC3,-18,11,-1.4,-0.1,-0.8,4,-7,-0.2,-0.4,2,-0.5
Cc1cc(C)cc(NC(=O)CSCc2nc3c(nnn3Cc3ccc(F)cc3)c(=O)[nH]2)c1,-3,-15,-1.4,-0.9,-1.3,2,-24,0.0,1.2,0,2.0
Cc1cc(NC(=O)CCC(=O)N(CC(=O)NC2CCCC2)c2ccccc2)no1,4,-1,-1.3,0.5,-1.3,3,3,1.3,-0.5,-2,-1.9
CN1C(c2ccccc2)=NO[C@]1(C)c1ccccc1,-4,3,-1.4,0.3,-1.0,0,-4,1.8,0.2,-3,0.0
CNC(=S)NNC(=O)c1ccc2c(c1)OCO2,-4,3,0.1,0.7,-1.8,6,-1,0.6,-0.8,-3,1.6
CCOC(=O)c1nn(-c2ccc(C)cc2)cc1C(=O)c1ccccc1,8,-15,6.9*,3.2,-0.4,7,1,13*,2.8,5,3.9
OC[C@H]1O[C@H](OC[C@H]2OC(O)[C@H](O)[C@@H](O)[C@@H]2O)[C@H](O)[C@@H](O)[C@@H]1O (some centres not stated),-2,-1,0.0,-0.6,-0.9,-1,3,-1.5,0.0,-1,0.2
Cn1cc(S(=O)(=O)N2CCN(Cc3ccccc3)CC2)c(=O)n(C)c1=O,-3,14,0.4,0.0,-1.3,-1,-2,-3.4,-0.2,-3,-1.9
COc1cc(/C=N/NC(=O)COc2cc(C)cc(C)c2)ccc1OS(=O)(=O)c1ccc(C)cc1,-2,11,-1.6,0.2,-0.6,1,3,-2.7,-1.6,6,-0.6
O=C(OCC(=O)N1CCN(c2ccccc2)CC1)c1cccc(Cl)c1,6,-1,-1.6,0.3,-1.6,0,-3,0.2,-0.1,-2,1.9
Cc1csc(=Nc2cccnc2)n1CC1CCCCC1,-2,2,0.0,-0.3,-1.4,-2,-2,-1.4,0.3,-1,1.2
CN1CCC(CC(C(=O)N2CCCC2)(c2ccccc2)c2ccccc2)C1 (configuration not stated),-16,3,0.7,2.4,-1.1,2,0,-2.4,0.3,-6,-5.7
CSc1ccccc1N1CCN(C(=O)Nc2ccc3c(c2)NC(=O)CO3)CC1,1,-3,-0.8,-0.3,-1.1,7,2,-1.9,-0.5,1,-1.0
O=C1CSC(c2ccc(F)c(F)c2)N1c1ccccc1F (configuration not stated),2,-6,-1.1,-0.5,-1.4,1,-4,-1.9,1.9,0,-0.9
CCOC1=C2CN(S(=O)(=O)c3ccc(C)cc3)[C@H](c3cccc(Cl)c3)C[C@@H]2N(S(=O)(=O)c2ccccc2[N+](=O)[O-])[C@H](c2ccccc2)C1,-1,-10,0.6,-0.4,-1.0,0,-3,-3.0,x,0,x
O=C(NNC(=O)c1nn(-c2ccc(F)cc2)ccc1=O)c1ccccc1Cl,-1,2,-1.8,0.3,-0.9,-2,-8,1.0,0.8,-3,0.3
CN1C(=O)[C@@H]2[C@@H]3C[C@@H]([C@H]4ON=C(c5ccccc5OCC#N)[C@@H]34)[C@@H]2C1=O,5,-3,-0.5,-0.2,0.8,3,-2,1.9,0.3,1,1.8
Cn1c(CC(=O)Nc2ccc(Cl)c(Cl)c2)nnc1SCC(=O)NCc1ccccc1,0,3,-1.1,-0.1,-1.3,0,-5,-1.9,0.2,-2,-1.2
CCOc1ccc(N(CC(=O)Nc2ccc(C)cc2)S(C)(=O)=O)cc1,-9,-3,3.2,0.8,-0.2,2,-7,12*,1.8,-1,4.0
N=P(N1CCOCC1)(N1CCOCC1)C12CC3CC(CC(C3)C1)C2,-11,0,-1.3,-0.2,-0.8,1,0,-1.1,-2.0,-2,-0.7
CCOC(=O)c1cc(NC(=O)CC(C)(C)CC(=O)O)ccc1N1CCCCC1,5,5,1.0,-0.3,-0.5,2,-10,-1.0,0.0,-5,2.5
S=C(Nc1ccc(Cl)cc1)NN1CCOCC1,1,2,-1.3,-0.3,-0.7,0,3,0.2,-0.8,-2,2.7
OC(CN1CCN(Cc2ccccc2)CC1)c1ccc(Br)cc1 (configuration not stated),-1,10,1.7,-0.5,-0.1,1,-4,-0.7,-0.3,-6,0.5

# Remaining list, next part
smiles,ADAM10 inh,HGIII-sPLA2 inh,hcDAF-12 act,DAX1 inh-1,ssDAF12 agonist,PLCg1 inh,PLC-beta3 inh,hgDAF-12 ag,DAX1 inh-2,ADAM17 inh,GAA850 FXN act
CCOC(=O)C(CCC(=O)O)(CCC(C)C)c1csc(N)n1 (configuration not stated),-6,11,-0.4,-0.7,-1.1,-1,2,1.4,-1.2,-2,-0.6
Cc1cc(Br)ccc1SCC(=O)OCC(=O)NC1CC1,-5,-5,-0.1,-0.4,-1.3,-2,-2,1.7,0.8,-5,1.3
Cc1cc(C)cc(N(CCC(=O)O)S(=O)(=O)c2ccc3ccccc3c2)c1,4,-2,-2.6,-0.2,-1.6,1,3,1.9,-0.1,0,1.3
C=CCOC(=O)CCCC(=O)NC1CCCCC1,5,1,-1.3,-0.3,-0.8,4,5,-0.7,-0.2,0,0.8
O=C(NCc1ccco1)C(=O)NCC1OCCN1C(=O)c1ccc(Cl)cc1 (configuration not stated),14,1,-0.9,0.9,-1.3,4,-12,1.8,0.2,-4,-0.4
O=C(O)c1nn(-c2ccccc2)c(-c2ccccc2)c1C(=O)c1ccccc1,1,1,-1.8,0.2,-0.4,7,1,1.4,0.2,3,-2.4
Cc1ccc(S(=O)(=O)N2CC(O)CC2C(=O)Nc2ccc3c(c2)CCC3)cc1 (configuration not stated),-1,-12,0.2,0.4,-1.0,-4,-3,2.0,-0.9,-4,2.0
Nn1c(SCC(=O)NC2CCCCC2)nnc1C1CC1,-2,8,1.5,-0.1,-1.0,6,0,3.5,-1.8,-1,2.0
O=C1SC(c2ccccc2)=C/C1=C\N1CCCCC1,-6,13,6.1*,0.7,-0.4,-13,-12,0.6,-0.2,-1,2.3
COc1ccc(NC(=O)Nc2cc(NC(=O)Nc3ccc(OC)cc3)c(C)nc2C)cc1,-1,-5,0.0,0.9,-1.2,5,-3,0.8,0.1,0,1.0
COc1ccc2c(c1)CCCN2C(N)=Nc1ccc(Cl)cc1,-4,0,-1.1,-0.4,-1.2,2,-2,3.4,0.5,-2,-0.6
Cc1ccc(-n2nc(CN3CCOCC3)c(-c3ccccc3)c2N)c(C)c1,-2,3,0.2,0.5,-1.1,-1,-2,-0.1,-1.1,-6,0.2
O=C(CN1C(=O)NC2(CCCCCC2)C1=O)N1CCN(S(=O)(=O)c2ccc(Cl)cc2)CC1,4,-2,-1.0,0.1,-1.6,3,3,0.7,0.8,2,0.3
COC/C=C/C1=CC2=CC(=O)C(C)(OC(=O)c3cnc4ccccc4n3)C(=O)C2=CN1Cc1ccc(OC)cc1 (configuration not stated),0,-2,-0.9,-0.3,-1.2,-5,-10,-2.1,-1.4,5,2.1
COc1ccc(OC)c(/C=N/NC(=O)Cc2nc3ccccc3[nH]2)c1,i,-25,1.6,-0.2,-0.3,-363,-450,-1.6,-1.5,-230,2.7
COc1ccccc1NC(=O)CNC(=O)Cn1c(C)cc2ccccc2c1=O,-42,2,2.6,-0.5,-1.4,-3,-7,-1.1,-0.5,-14,2.5
COc1ccc(CNC(=S)N2CCN(Cc3ccccc3)CC2)cc1,6,6,-1.3,-0.8,-1.1,-2,-7,0.1,-2.0,-2,-0.1
COc1ccc(OC)c(NC(=O)Cn2cnc3c(cnn3-c3ccccc3)c2=O)c1,2,-3,-0.7,-0.6,-1.6,3,6,-3.7,0.8,0,-0.2
CSc1nnc(-c2ccc(S(=O)(=O)N3CCOCC3)cc2)n1C,-3,2,-0.6,0.1,-1.7,2,-2,1.7,0.0,2,-0.9
O=C(COc1ccc(F)c(Cl)c1)N1CCCCCCC1,13,2,-0.6,0.4,0.4,-1,-3,-0.5,1.4,0,1.2
COc1ccccc1C(O)P(=O)(OC(C)C)c1ccc(N(C)C)cc1 (configuration not stated),5,-1,-0.8,-0.2,-1.3,2,-2,1.6,1.0,-1,0.7
C=CCOc1c(Cl)cc(CNc2ccc3[nH]c(=O)[nH]c3c2)cc1OC,-118,18,-0.1,-0.9,-1.6,-3,-2,-6.3,-1.4,-4,2.6
CN(c1ccccc1)S(=O)(=O)c1ccc(Cl)c(C(=O)OCC(=O)NCc2ccco2)c1,0,-16,-1.7,0.1,-1.3,-1,-6,0.8,-0.8,-2,3.1
C=C1CCN([C@H](C(=O)NCc2cc(OC)c(OC)c(OC)c2)C(C)C)S(=O)(=O)c2ccccc21,-2,9,-1.5,-0.1,-1.4,-3,0,2.2,0.7,-4,0.0
O=C(CCc1ccccc1)N[C@H]1[C@@H](OC(=O)c2ccco2)CCC[C@@]12C(=O)N(Cc1ccccc1)c1ccccc12,6,9,-3.6,-0.5,-1.3,2,4,0.4,x,1,x
C=CCc1ccc(OCCCCN2CCC(C)CC2)c(OC)c1,-1,-11,-2.4,-0.8,-0.9,7,6,1.7,-0.9,-1,3.2
Cc1nc2sc(C(c3ccc(C(C)C)cc3)N3CCN(CCO)CC3)c(O)n2n1 (configuration not stated),-7,-6,1.6,-0.5,-1.3,0,-1,2.1,0.6,0,0.2
O=C(Cn1cccc1C(=O)c1ccccc1)NCc1ccccc1Cl,-3,-1,2.4,0.9,-1.1,3,-8,2.8,2.9,1,2.3

# Source: PubChem (The Scripps Research Institute Molecular Screening Center)
